A549 tox = Nrf2 qHTS screen for inhibitors: counterscreen for cytotoxicity; 390,000 compounds, 0.16% hits; A549 ARE-Fluc cells, CellTiter-Fluor viability, 18-24 h; Potency, µM (highest dose often 46 µM), for the others: at the highest dose activity change, negative = cytotoxicity, actives largely listed as inhibitors; also: % is scaled to controls: 0 for no effect and ±100 for the full control effect
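A549 ARE-Fluc cells in 5% FBS OPTI-MEM, 5000 cells/well, rested 2 h then exposed to compounds in concentration-response for 18-24 h at 37 °C. Viability by CellTiter-Fluor fluorescence (Ex 405/Em 525) after 30 min; luciferase luminescence (BugLite, 15 min, RT) read afterwards.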
ATXN2 expr inh = Primary qHTS for Inhibitors of ATXN expression. Potency, µM (top dose mostly 57 µM), inactives show at the top dose activity change, negative = inhibition, hits mostly inhibitors. HEK-293 ATXN2-luciferase reporter, luminescence, 24 h. 360,000 compounds, 0.72% hits; also: % is scaled to controls: 0 for no effect and ±100 for the full control effect; nearly all actives have a fitted effect of over 55% in size
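qHTS (up to 57 uM final) was run with 24 h compound exposure of reporter cells at 37 °C. Each well was multiplexed: SteadyGlo luminescence measured ATXN2-luciferase expression after a fluorogenic Gly-Phe-AFC viability readout (25 uM final).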
EPAC2 antagonist = qHTS for Antagonist of cAMP-regulated guanine nucleotide exchange factor 2 (EPAC2): primary screen | EPAC2 GEF exchange of Rap1B-BODIPY-GDP, fluorescence | Rap guanine nucleotide exchange factor 4 (Homo sapiens), Q8WZA2 | 360,000 compounds, 0.18% hits | AID 720708, 2013 | Potency, µM (titrated, usually from 114 µM), for the others: at the top dose activity, negative = inhibition, hits mostly inhibitors; also: % is scaled to controls: 0 for no effect and ±100 for the full control effect; nearly all actives have a fitted effect of over 45% in size; many of its hits are not listed in these tables
Target sequence (Q8WZA2 whole entry, looked up): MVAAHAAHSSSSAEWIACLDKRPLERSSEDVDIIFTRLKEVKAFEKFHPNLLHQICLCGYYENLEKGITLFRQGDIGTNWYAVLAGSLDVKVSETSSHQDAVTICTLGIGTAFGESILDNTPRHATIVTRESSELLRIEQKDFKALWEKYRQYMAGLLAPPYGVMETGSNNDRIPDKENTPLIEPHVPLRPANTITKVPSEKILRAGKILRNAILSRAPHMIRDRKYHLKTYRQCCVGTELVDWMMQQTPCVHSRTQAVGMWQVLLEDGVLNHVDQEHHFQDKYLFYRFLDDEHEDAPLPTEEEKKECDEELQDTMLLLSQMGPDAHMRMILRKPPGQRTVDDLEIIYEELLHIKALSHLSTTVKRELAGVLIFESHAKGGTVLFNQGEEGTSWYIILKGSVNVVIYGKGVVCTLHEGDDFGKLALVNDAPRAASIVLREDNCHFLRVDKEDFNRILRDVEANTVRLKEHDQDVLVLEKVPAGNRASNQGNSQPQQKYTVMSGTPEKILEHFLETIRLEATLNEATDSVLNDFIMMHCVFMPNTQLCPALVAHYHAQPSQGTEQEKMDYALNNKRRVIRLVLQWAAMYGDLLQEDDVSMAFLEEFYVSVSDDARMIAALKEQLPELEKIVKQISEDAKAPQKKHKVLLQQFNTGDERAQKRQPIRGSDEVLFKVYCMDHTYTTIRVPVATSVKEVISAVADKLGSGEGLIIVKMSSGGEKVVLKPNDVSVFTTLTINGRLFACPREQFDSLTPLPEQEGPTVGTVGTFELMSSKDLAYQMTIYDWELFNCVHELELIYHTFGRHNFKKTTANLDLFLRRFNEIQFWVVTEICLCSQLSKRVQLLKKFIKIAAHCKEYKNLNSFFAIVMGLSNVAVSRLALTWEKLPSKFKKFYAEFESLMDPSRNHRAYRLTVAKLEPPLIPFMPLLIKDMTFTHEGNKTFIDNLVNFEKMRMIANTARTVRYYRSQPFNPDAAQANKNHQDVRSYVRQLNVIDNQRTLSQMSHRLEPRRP
Nrf2 ARE act = qHTS of Nrf2 Activators; AREc32 ARE-luciferase reporter (MCF7-derived line), luminescence, 24 h; 410,000 compounds, 0.31% hits; Potency, µM (doses to about 46.1 µM), for inactives: top-dose activation, most hits filed as activators; AID 624171, 2012; also: % of control where 0% means no effect; nearly all actives have a fitted effect of over 65% in size
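For detection, Steady-Glo was added and plates sat 30 min at RT; before that, AREc32_Fluc cells grown overnight in OPTI-MEM/5% FBS had been treated with 23 nL compound for 24 hr at 37 deg C.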
S2 tox = Viability Counterscreen for Primary qHTS for Inhibitors of ATXN expression | S2 cells (HEK-293 line with an ATXN2-luciferase reporter) viability, CellTiter-Fluor protease fluorescence, 24 h | Potency, µM (highest dose often 56.7 µM), usual class: cytotoxic | 400,000 compounds, 0.49% hits | AID 651635, 2014; also: nearly all actives have a fitted effect of over 40% in size
TGFb SMAD3 inh = qHTS for Inhibitors of TGF-b; Potency, µM (highest dose often 46.1 µM), inactives show top-dose activity, negative = inhibition, usual class: inhibitors; AID 588855, 2011; 410,000 compounds, 1.2% hits; HepG2 CAGA-GFP TGF-b/SMAD3 reporter, GFP fluorescence, 18 h; TGF-beta stimulated, 500 pg/mL final; also: % is scaled to controls: 0 for no effect and ±100 for the full control effect; nearly all actives have a fitted effect of over 65% in size
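Per well, imaged GFP fluorescence of HEPG2 CAGA-GFP cells gives the signal; cells get compound, then TGF-beta (500 pg/mL final), 18 h at 37 degrees C; %Activity versus -TGF-beta and +DMSO controls.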
MCF10A rereplic = A quantitative high throughput screen for small molecules that induce DNA re-replication in MCF 10a normal breast cells. MCF 10A DNA re-replication, Hoechst nuclear intensity, 48 h. Potency, µM (series often up to 46.1 µM), for the others: at the highest dose activity, positive = re-replication, actives largely listed as activators. 350,000 compounds, 2.9% hits. AID 624296, 2012; also: % of control where 0% means no effect; nearly all actives have a fitted effect of over 50% in size
HepG2 tox = qHTS for Inhibitors of TGF-b: Cytotox Counterscreen; AID 588856, 2011; HepG2 CAGA-GFP viability, ATP luminescence, 18 h; 410,000 compounds, 0.76% hits; Potency, µM (highest dose often 46.1 µM), inactives show top-dose activity change, negative = cytotoxicity, actives largely listed as cytotoxic; also: some results filed as inactive show a strong effect at the top dose
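CellTiter-Glo luminescence gave cytotoxicity after 18 hours at 37 degrees C. The cells were HepG2 CAGA-GFP in 1% FBS DMEM, stimulated with 500 pg/mL TGF-beta after compound addition. %Activity was normalised to no-cell wells (complete cell-killing) and DMSO (no toxicity), and curves were fitted and classified.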
Nrf2 block = Nrf2 qHTS screen for inhibitors. A549 ARE-Fluc reporter, luciferase luminescence, 18-24 h. Potency, µM (titrated, usually from 46 µM), without a hit: at the highest dose activity change, negative = inhibition, hits mostly inhibitors. 360,000 compounds, 2.1% hits; also: % is scaled to controls: 0 for no effect and ±100 for the full control effect; nearly all actives have a fitted effect of over 60% in size
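Cells were seeded and rested 2 h, then exposed to compounds for 18-24 h. CellTiter-Fluor was read first as a viability measure. BugLite was added 15 min before the final luminescent read of ARE-luciferase activity in A549 cells.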
* hit, by the source's call; i = inactive; ? = inconclusive; / = not tested or not shown; [ ] = dose if it differs, or a comment. Calls follow the shape of the dose curve; as a rule, active = well fitted curve in the direction sought with a large enough effect; inconclusive = small, poorly fitted or top-dose-only effect, or another doubt; inactive = no such curve, though single readings can be large; an effect the other way counts as inactive or inconclusive. Potency is read from the fitted curve at half-maximal effect. Some of the compounds tested; count on the stated rates, not on these rows.

SMILES	A549 tox	ATXN2 expr inh	EPAC2 antagonist	Nrf2 ARE act	S2 tox	TGFb SMAD3 inh	MCF10A rereplic	HepG2 tox	Nrf2 block
O=C(NNC(=S)Nc1ccc(Cl)cc1Cl)c1ccc(N2CCOCC2)c([N+](=O)[O-])c1	-12.1%	-4.3%	-0.6%	2.9%	i	?	28.4%	6.5%	5.7%
O=C(NCc1ccccc1F)C1CCN(c2nn3cc(-c4ccc(F)cc4)nc3s2)CC1	10.0%	/	/	4.2%	/	0.0%	/	-8.7%	?
CC(C)Nc1nc(NCCN2CCNC2=O)c2sccc2n1	/	-7.3%	-5.7%	1.8%	i	11.5%	/	-1.3%	/
COc1ccc(CC(=O)Nc2cc(NC(=O)Cc3ccc(OC)c(OC)c3)cc(C(=O)O)c2)cc1OC	3.7%	-12.8%	-2.3%	-0.9%	i	-10.6%	1.9%	-11.6%	-10.5%
N#CCSc1nnc(-c2ccccc2O)n1Cc1ccccc1	-5.9%	4.9%	12.0%	0.3%	i	-1.9%	3.3%	1.5%	1.8%
COc1ccc(S(=O)(=O)N(CC(=O)Nc2ccc(C)cc2)c2ccc(C)cc2)cc1OC	5.6%	0.0%	/	-1.6%	i	13.5%	/	-4.0%	/
Cc1cccn2cc(-c3cccc(NC(=O)c4cccs4)c3)nc12	-4.4%	27.8%	-11.2%	3.8%	i	0.4%	20.0%	3.2%	1.8%
CS(=O)(=O)N1CCN(C(=S)NCc2ccc(Cl)cc2)CC1	0.0%	-11.0%	3.3%	0.2%	i	-2.1%	4.5%	-5.1%	-3.2%
COC(=O)c1ccc(Cn2nnc3sc4c(c3c2=O)CCCC4)cc1	0.0%	/	/	4.9%	/	/	/	27.9%	?
N#Cc1c(NC(=O)c2cc(-n3cnnc3)ccc2Cl)sc2c1CCCC2	-18.4%	-2.7%	-0.3%	11.4%	i	-7.2%	5.5%	-33.6%	23.1µM*
Cn1c(SCc2ccc(Br)cc2)nnc1-c1cccs1	-0.2%	5.6%	-3.7%	-0.3%	i	-19.5%	13.1%	-14.8%	?
COc1ccc(NC(=O)Cn2c(SCc3ccc(C)cc3)nc3cccnc32)c(OC)c1	-14.1%	/	/	3.4%	/	?	/	-26.2%	?
O=C1N[C@H](Cc2ccccc2)COC(=O)[C@H](Cc2ccc(F)cc2)C/C=C\C[C@H]1CC(=O)N(CCO)Cc1ccccc1	5.5%	?	-0.5%	-0.3%	?	?	73.7%	-6.1%	-8.5%
O=C1CCCCCC(=O)[C@H](O)C[C@H](c2ccccc2)O1	/	-6.0%	7.2%	0.1%	i	/	/	/	/
N/C(=N\OC(=O)Cc1ccccc1)c1cccnc1	8.0%	16.0%	-6.6%	2.1%	i	-23.7%	0.1%	-16.9%	1.1%

Full records, looked up by structure. Screens in order: A549 tox, ATXN2 expr inh, EPAC2 antagonist, Nrf2 ARE act, S2 tox, TGFb SMAD3 inh, MCF10A rereplic, HepG2 tox, Nrf2 block
N/C(=N\OC(=O)Cc1ccccc1)c1cccnc1 reads 8.0%, 16.0%, -6.6%, 2.1%, i, -23.7%, 0.1%, -16.9%, 1.1%
COc1ccc(CC(=O)Nc2cc(NC(=O)Cc3ccc(OC)c(OC)c3)cc(C(=O)O)c2)cc1OC reads 3.7%, -12.8%, -2.3%, -0.9%, i, -10.6%, 1.9%, -11.6%, -10.5%
O=C1CCCCCC(=O)[C@H](O)C[C@H](c2ccccc2)O1 reads /, -6.0%, 7.2%, 0.1%, i, /, /, /, /

Looked up above:
TGFb SMAD3 inh with `Cc1cccn2cc(-c3cccc(NC(=O)c4cccs4)c3)nc12` reads 0.4%
Nrf2 block with `N#CCSc1nnc(-c2ccccc2O)n1Cc1ccccc1` reads 1.8%
ATXN2 expr inh with `CC(C)Nc1nc(NCCN2CCNC2=O)c2sccc2n1` reads -7.3%

(listing goes on)
SMILES	A549 tox	ATXN2 expr inh	EPAC2 antagonist	Nrf2 ARE act	S2 tox	TGFb SMAD3 inh	MCF10A rereplic	HepG2 tox	Nrf2 block
CCOc1ccc(C(=O)Nc2ccc3nc(N(CC)CC)cc(C)c3c2)cc1	0.3%	?	/	0.3%	?	?	/	-40.3%	-9.6%[9.27 µM]
CCC(=O)N(CC(=O)Nc1sc(C)c(C)c1C(N)=O)C1CCCC1	0.1%	13.1%	10.9%	0.0%	i	-1.7%	-4.0%	0.2%	-2.7%
COc1ccccc1CNC(=O)c1cc(-c2ccc(F)cc2OC)n[nH]1	/	-16.7%	-12.3%	2.7%	i	-0.7%	/	-36.6%	/
CCOc1ccc(S(=O)(=O)NCCC(=O)NCC(c2ccccc2OC)N2CCCC2)cc1 (configuration not stated)	3.9%	-10.9%	-6.5%	-0.7%	i	10.4%	6.1%	-11.7%	12.1%
COc1c2c(c(OC)c3ccccc13)[C@@]1(OC2)O[C@H](CCO)C[C@H](O)[C@H]1O	/	2.8%	1.6%	-0.6%	i	8.4%	/	-3.9%	/
Cc1cccc(C(=O)NCCc2nc3ccccc3n2Cc2ccc(Cl)cc2)c1	-19.9%	-34.5%	/	0.4%	/	?	/	-98.7%	?
O=C(CSc1ccccn1)N/N=C/c1c[nH]c2ccccc12	1.8%	9.3%	-8.6%	16.1%	i	-1.3%	-3.3%	-14.9%	3.7%
Cc1cccc(NC(=O)CSc2nc3ccc(NC(=O)CCc4ccccc4)cc3s2)c1	-15.3%	-8.4%	/	-0.3%	i	-8.3%	/	-9.5%	-11.0%
CC(=O)Nc1c(C)nn(-c2ccccc2)c1N1CCC(C(=O)NCc2ccc(Cl)cc2)CC1	14.7%	/	/	4.8%	/	-14.2%	/	-0.2%	/
CCOc1ccc(C(=O)NCC(=O)N2CCc3ccccc3C2)cc1OCC	1.1%	-3.3%[11.3 µM]	-2.2%	0.1%	i	0.5%	10.7%	-2.0%	-27.1%
CC(CO)NS(=O)(=O)c1cccc(Cl)c1F (configuration not stated)	/	8.6%	7.8%	0.6%	i	11.4%	/	-1.9%	/
COc1ccc(C(=O)Nn2cc3c(c2-c2ccccc2)c(=O)n(C)c(=O)n3C)cc1	-9.9%	56.5%[activator]	4.9%	0.0%	i	-5.3%	-7.5%	-4.4%	/
Cc1cccc(/C(N)=N/OC(=O)CCc2ccccc2)c1	-1.9%	48.2%[activator]	0.5%	4.7%	i	18.1%	23.4%	-0.7%	?
Cc1ccc(C(CC(=O)N2CCCC2)c2ccccc2)c(O)c1 (configuration not stated)	-0.9%	8.5%	-24.5%	0.2%	i	-11.2%	-4.1%	-6.6%	3.2%
CCCC[C@@H]1CNC(=S)N1CCc1cccc(F)c1	-5.5%	?	-17.5%	-0.8%	?	-3.9%	0.8%	-24.6%	3.9%
Cc1ccc2c(CN3CCN(C(=O)c4ccc(F)cc4)CC3)cc(=O)oc2c1	-12.8%	/	/	0.0%	/	?	/	-15.8%	?
Cc1ccc(Cl)cc1N1CCN(C(=O)Cn2ncn3cccc3c2=O)CC1	?	?	-4.0%	-0.8%	i	9.9%	-1.9%	-1.4%	?
COc1ccc(-c2ccc(-c3cc(=O)oc4cc(OC)c(OC)c(OC)c34)cc2)cc1	6.0%	-4.8%	-12.9%	3.1%	i	-1.8%	0.7%	-13.5%	?
Cc1cc(NC(=O)c2ccc([N+](=O)[O-])cc2Cl)no1	3.3%	7.0%	-5.8%	-0.1%	i	-6.5%	6.1%	-14.5%	?
CCCCn1c(N)c(C(=S)NC(=O)CC(C)(C)C)c(=O)n(C)c1=O	?	-29.4%	-15.1%	5.2%	?	?	20.6µM*	-47.7%	?
COc1ccc(C(=O)O)cc1S(=O)(=O)Nc1cc(C(F)(F)F)ccc1N1CCCCC1	/	/	-18.8%	0.3%	i	13.9%	/	-0.1%	/
Cc1c(Cl)cccc1NC(=O)c1cc(S(=O)(=O)N2CCCCC2)cn1C	11.6%	-2.5%	/	-0.4%	i	-1.6%	/	-11.5%	/
CC1Cc2ccccc2N1C(=O)Cn1cc([N+](=O)[O-])ccc1=O (configuration not stated)	-11.1%	1.5%	-2.9%	-0.3%	?	20.6%	1.5%	5.9%	19.2%
Cc1cc(C)c(S(=O)(=O)N2CCC(n3c(C(F)(F)F)nc4cccnc43)CC2)c(C)c1	-0.6%	6.7%	/	-1.0%	i	-0.6%	/	-11.7%	?
Cc1ccc(-n2cccn2)cc1	-12.9%	4.0%	-4.4%	-0.1%	i	-2.2%	-1.0%	-2.9%	10.0%
C/C=C/C=C\C(=O)Nc1cccc(C2=NOC3(C2)C[C@H](C(N)=O)N(C(=O)CC#N)C3)c1 (some centres not stated)	-2.0%	5.8%	10.3%	-0.5%	i	1.0%	-7.0%	-3.6%	7.1%
Cc1ccc(NC(=O)CSc2nc(=O)n3cc(C)ccc3n2)c(C)c1	-2.0%	2.5%	5.1%	-0.4%	i	-8.3%	-0.5%	-3.3%	-0.1%
Cc1c(Cl)cccc1NC(=O)c1cccc(NC(=O)CCC(=O)O)c1	-1.5%	5.8%	14.5%	-0.5%	?	?	-1.7%	3.2%	/
COC(=O)[C@H](CC(C)C)NC(=O)Nc1ccccc1F	5.4%	-20.5%	-3.9%	-1.1%	i	15.0%	-0.8%	6.8%	-5.7%
O=C(NN=Cc1ccccc1O)C(O)(c1ccccc1)c1ccccc1	2.8%	?	7.0%	-0.7%	?	?	-2.9%	-40.5%	-27.9%
CCCNC(=O)c1ccc2nc(CCc3ccccc3)oc2c1	-0.1%	8.5%	/	2.2%	i	-11.5%	/	-17.2%	/
COc1ccccc1/C=c1\sc2nc(-c3ccccc3OC)nn2c1=O	-2.7%	2.6%	-7.0%	2.3%	i	6.3%	-3.4%	-6.6%	5.5%
COc1ccc(/C=C(\NC(=O)c2ccc(C)cc2)C(=O)Nc2c(C)n(C)n(-c3ccccc3)c2=O)cc1	-1.5%	/	-7.0%	0.4%	i	-2.2%	0.8%	2.0%	5.8%
